# Assay outcomes (PubChem BioAssay)
# yeast mec2-1 – NCI yeast anticancer drug screen, S. cerevisiae mec2-1 strain; actives 9% (n = 79,000); growth inhibition, % at 50 µM;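 also: 0% = growth of vehicle-only cultures of the same strain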
#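 Test agents were screened against the mec2-1 yeast strain, with defined DNA repair or cell cycle alteration. Growth was scored as inhibition against vehicle-only controls.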
# yeast bub3 – NCI yeast anticancer drug screen, S. cerevisiae bub3 mutant strain; AID 167; actives 9.9% (n = 78,000); % growth inhibition at 50 µM;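 also: 0% = growth of vehicle-only cultures of the same strain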
#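 In this screen, a yeast mutant lacking normal mitotic checkpoint function is challenged with compound. Relative growth versus vehicle gives the inhibition value.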
# yeast sgs1 mgt1 – NCI yeast anticancer drug screen, S. cerevisiae sgs1 mgt1 strain; % growth inhibition at 50 µM; actives 10% (n = 78,000);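 also: 0% = growth of vehicle-only cultures of the same strain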
#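 Percent growth inhibition was derived by comparing compound-exposed mutant yeast with vehicle-exposed cultures. The strain carries alterations in DNA damage repair.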
# rad50 – NCI yeast anticancer drug screen, S. cerevisiae rad50 strain | % growth inhibition at 50 µM | actives 10% (n = 79,000) | AID 155;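 also: 0% = growth of vehicle-only cultures of the same strain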
#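 A DNA repair-deficient yeast mutant serves as the test organism; compound-induced growth inhibition is calculated against vehicle-treated cells.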
# mlh1 rad18 – NCI yeast anticancer drug screen, S. cerevisiae mlh1 rad18 strain; % growth inhibition at 50 µM; actives 11% (n = 79,000);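 also: 0% = growth of vehicle-only cultures of the same strain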
#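 A repair-deficient yeast strain is exposed to test compound, and growth is scored relative to vehicle-treated controls.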
# cln2 rad14 – NCI yeast anticancer drug screen, S. cerevisiae cln2 rad14 strain; % growth inhibition at 50 µM; actives 8.3% (n = 78,000);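 also: 0% = growth of vehicle-only cultures of the same strain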
#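 Growth inhibition, relative to vehicle-treated controls, is the read-out. The test organism is a yeast strain with defined genetic alterations, cln2 rad14.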
# Starred values were filed as active, the others as inactive; & = joins results of further samples. Rule as the data show it: active = growth inhibition above about 70%; inactive = the rest.
SMILES,yeast mec2-1,yeast bub3,yeast sgs1 mgt1,rad50,mlh1 rad18,cln2 rad14
O=C(O)C(C(=O)N(c1ccccc1)c1ccccc1)c1ccccc1 (centres undefined),-1,19,22,10,10,-52
COc1ccccc1NC(=O)CC(=O)N1N=C(C)C(N=Nc2cccc(C(=O)O)c2)C1=O (centres undefined),4,-2,2,4,3,-2
Nc1cc2[nH]cnc2c(=O)[nH]1,22,8,32,27,30,22
Cn1c(=O)c2c(nc3sc4ccccc4c(=O)n32)n(C)c1=O,-9,-31,-7,19,14,17
COc1cc2nc3cc([N+](=O)[O-])ccc3c(Cl)c2cc1OC,-21,-14,-20,-15,8,4
Cc1cc(C)c(O)c(CS(=O)(=O)Cc2cc(C)cc(C)c2O)c1,12,-2,3,5,11,-5
CCOC(=O)c1ccc(N2C(=O)Cc3ccccc3C2=O)cc1,-3,-5,36,-14,46,9
COc1ccc(-c2cc(-c3ccccc3)n(C3OC(COC(C)=O)C(OC(C)=O)C(OC(C)=O)C3OC(C)=O)c(=S)c2C#N)cc1 (centres undefined),-12,26,-9,5,-5,-25
COc1ccc(CCN2C(=O)C(=O)N(c3ccc(C)cc3)C2=O)cc1OC,3,-2,1,18,2,17
c1ccc2c(c1)C(=Nc1ccc(N=C3c4ccccc4-c4ccccc43)cc1)c1ccccc1-2,-1,-27,-6,2,-21,-1
NCCOC(=O)Nc1cccc2ccccc12,-4,57,0,-10,-7,-23
CCCOC(=O)c1cncc(C(=O)OCCC)c1,9,14,0,7,-9,-32
CCCCN(CCCC)C(=O)C(Cl)Cl,5,5,-2,-4,1,-8
Nc1ccc(O)c(=O)cc1,45,77*,62,50,60,25
COc1ccc(/C=C/c2ccnnc2)c(OC)c1OC,79*,39,29,53,94*,53
O=c1c2cccnc2ncn1CCCN1CCCCC1,2,6,9,-24,-6,-8
OC1OCC(OCc2ccccc2)C(OCc2ccccc2)C1OCc1ccccc1 (centres undefined),97*,98*,97*,97*,98*,82*
CCOC(=O)C1=NNCC1c1ccccc1 (centres undefined),-5,-13,-11,0,-5,7
NC(=O)c1cncc(C(N)=O)c1,-6,1,-11,3,9,16
CC(C)NC(=O)OCc1c2c(n(C)c1COC(=O)NC(C)C)-c1ccccc1CC2,99*,98*,98*,98*,98*,98*
O=C1CCCCCC1Cc1cc(O)c(CC2CCCCCC2=O)cc1O (centres undefined),80*,64,86*,92*,35,11
CC1C(=O)C(O)CC2C1(C)CCC1C2(C)CCC2(C)C3CC(C)(C)CCC3(C)CCC12C (centres undefined),-3,5,-6,-7,-5,1
NC(=O)c1csc(Nc2csc(N)n2)n1,-16,19,-6,-6,-27,-14
C=CC(=O)NC(C)C,-4,6,19,75*,40,17
CCC(SC)C(=O)N(C)c1ccccc1 (centres undefined),-15,-13,1,-8,-3,-10
CCC(=N)C(c1ccccc1)(c1ccccc1)C(C)CN(C)C (centres undefined),-7,-9,-2,24,14,-5
CCN(C(C)=O)c1cnc(/C=N/NC(N)=S)c2ccccc12,77*,60,29,67,32,61
Cc1ccccc1N(CCC#N)C1=NN(C(=O)CC(=O)Nc2ccccc2)C(c2ccccc2)C1 (centres undefined),1,1,12,3,-7,12
[N-]=[N+]=C1C(=O)NC(=O)N2C3OC(CO[C@@H]12)C(O)C3O (some centres undefined),-2,-8,-16,-24,-39,32
Cc1cn(-c2ccccc2)nn1,-2,3,2,-3,-5,-18
O=[N+]([O-])c1cccnc1S(=O)(=O)c1ccccc1,6,6,12,37,0,5
O=c1oc(-c2ccccc2Br)ns1,100*,97*,99*,99*,99*,90*
Nc1nc(N)nc(N(Cc2ccccc2)Cc2ccccc2)n1,-5,1,1,-6,-5,-33
O=S(=O)(Cc1ccccc1)Cc1ccccc1,-13,2,5,-34,-15,-46
CCCNc1cc(=O)[nH]c(N)n1,-30,3,-14,-8,-5,4
CCCCc1c2c(nc3c1CC/C(=C\c1ccccc1)C3=O)CCCC2,48,54,70,66,50,38
O=C1c2cccc3cc([N+](=O)[O-])cc(c23)C(=O)N1CC1CCCO1 (centres undefined),16,26,31,75*,3,18
CCOC(=O)C(C(=O)OCC)n1c(=O)c2c(ncn2C)n(C)c1=O,-1,13,-17,13,10,16
C[C@H](CCC(=O)NCCS(=O)(=O)O)[C@H]1CC[C@H]2[C@@H]3CC[C@@H]4C[C@H](O)CC[C@]4(C)[C@H]3CC[C@]12C,-21,-6,6,3,15,-9
COc1ccc(CC2C(=O)NC(=O)NC2=O)cc1OCc1ccccc1,-2,-17,-14,15,-45,-10
O=C1OCC2(CO1)CC1C=CC2C1 (centres undefined),35,13,-6,20,-19,35
COc1cc(C2C(C#N)=C(C)Nc3nc(N)nc(N)c32)cc(OC)c1OC (centres undefined),4,1,19,25,9,81*
CC(=O)Nc1nc(SCc2ccccc2)c2ncn(C3CCCO3)c2n1 (centres undefined),-9,38,-8,-14,2,-53
C(=C\c1ncc(-c2ccccc2)cc1-c1ccccc1)/c1ccccc1,-21,1,6,-12,-2,-7
O=S(=O)(O)C(O)C(c1ccccc1)c1ccccc1 (centres undefined),-16,-7,-16,-16,-32,-16
Nc1sc(=S)nc2[nH]ncc12,-2,-18,10,-18,-11,-12
c1cc2cccc3c2c(c1)c1sc2c4cccc5cccc(c54)c2c31,-22,20,4,2,0,2
C1COCCN2CCOCCOCCN(CCO1)CCOCC2,11,24,0,4,24,13
CC(=O)Nc1ccc(C(N)=S)cc1,8,10,3,12,4,5
CCCN(CCC)S(=O)(=O)c1ccc(NC(=O)Oc2cc(C)ccc2C(C)C)cc1,2,-5,24,32,15,22
COc1cc(N=Nc2c(N)nc(N)[nH]c2=O)c(OC)cc1Cl,4,1,-8,-8,3,5
[N-]=[N+]=NC1(N=[N+]=[N-])C(=O)Nc2ccc(Cl)cc2C1=O (centres undefined),6,20,45,-7,29,15
CC(=O)N(C)c1cc(N=Cc2ccccc2)ccc1OCc1ccccc1,12,1,-1,8,12,-7
CCN(CC)C(=O)c1ccncc1,-20,-1,-3,6,8,16
CCOC(=O)CCC1CCC(C(=O)OCC)C1=O (centres undefined),2,-13,-12,2,15,-33
C=CCCCCCCCCCCCCCCCC (tested in a mixture with another compound),3,-2,3,11,3,9
CC1CCC(C(C)C)C(NC(=O)c2cccnc2)C1 (centres undefined),-7,14,-3,8,9,14
CC1(C)CS(=O)(=O)C(=O)N1CCC(=O)O,15,6,8,10,25,4
SCCNCc1ccccn1,-36,-37,-17,-22,-4,14
NNC(=S)N/N=C/C(Cl)=C(\Cl)C(=O)O,-13,0,2,-2,-2,-2
# More compounds.
SMILES,yeast mec2-1,yeast bub3,yeast sgs1 mgt1,rad50,mlh1 rad18,cln2 rad14
COc1cc(OC)c(C2CC(C)(OC)Oc3cc4c(cc32)OCO4)c(OC)c1 (centres undefined),17,-3,4,4,28,5
O=C(O)c1c2c(nc3ccccc13)Cc1ccccc1-2,-1,17,10,1,-40,0
CSCC[C@H](NC(C)=O)B1OCCO1,21,-5,3,10,20,6
Cc1ccc(C(=O)/C=C/c2cccc([N+](=O)[O-])c2)cc1,6,24,22,23,42,8
Cc1ccc(/C=C/C(=O)C(C)C)cc1,-7,1,12,18,15,4
COc1cc2ccc3c4cc(OC)c(OC(C)C)cc4cnc3c2cc1OC,-15,-10,-1,-49,-4,30
O=C(O)c1ccc(C(c2ccccc2)c2ccccc2)cc1,97*,98*,98*,97*,98*,96*
O=C(NC1=C(Cl)C(=O)c2ccccc2C1=O)C(=O)c1c(O)c2ccccc2oc1=O,86*,85*,88*,84*,91*,84*
CCOC(=O)C[N+](C)(C)C(C#N)C(C)c1ccccc1 (centres undefined),-1,-6,12,2,7,-9
CC(C)(C[NH-])C[NH-].[Cl][Pt+2]([Cl])([Cl])[Cl],86*,82*,87*,82*,58,87*
C#CCOC(=O)C1C2CCC(O2)C1C(=O)O (centres undefined),10,10,19,15,7,-50
CC(=O)/C=C/c1cccc([N+](=O)[O-])c1,51,72*,48,82*,82*,6

# Some of the entries above in another layout.
# Results follow in this order: yeast mec2-1 | yeast bub3 | yeast sgs1 mgt1 | rad50 | mlh1 rad18 | cln2 rad14
> O=C(O)C(C(=O)N(c1ccccc1)c1ccccc1)c1ccccc1 (centres undefined)
 : -1 | 19 | 22 | 10 | 10 | -52
> COc1ccccc1NC(=O)CC(=O)N1N=C(C)C(N=Nc2cccc(C(=O)O)c2)C1=O (centres undefined)
 : 4 | -2 | 2 | 4 | 3 | -2
> Nc1cc2[nH]cnc2c(=O)[nH]1
 : 22 | 8 | 32 | 27 | 30 | 22
> Cn1c(=O)c2c(nc3sc4ccccc4c(=O)n32)n(C)c1=O
 : -9 | -31 | -7 | 19 | 14 | 17
> COc1cc2nc3cc([N+](=O)[O-])ccc3c(Cl)c2cc1OC
 : -21 | -14 | -20 | -15 | 8 | 4
> Cc1cc(C)c(O)c(CS(=O)(=O)Cc2cc(C)cc(C)c2O)c1
 : 12 | -2 | 3 | 5 | 11 | -5
> CCOC(=O)c1ccc(N2C(=O)Cc3ccccc3C2=O)cc1
 : -3 | -5 | 36 | -14 | 46 | 9
> COc1ccc(-c2cc(-c3ccccc3)n(C3OC(COC(C)=O)C(OC(C)=O)C(OC(C)=O)C3OC(C)=O)c(=S)c2C#N)cc1 (centres undefined)
 : -12 | 26 | -9 | 5 | -5 | -25
> COc1ccc(CCN2C(=O)C(=O)N(c3ccc(C)cc3)C2=O)cc1OC
 : 3 | -2 | 1 | 18 | 2 | 17
> c1ccc2c(c1)C(=Nc1ccc(N=C3c4ccccc4-c4ccccc43)cc1)c1ccccc1-2
 : -1 | -27 | -6 | 2 | -21 | -1
> NCCOC(=O)Nc1cccc2ccccc12
 : -4 | 57 | 0 | -10 | -7 | -23
> CCCOC(=O)c1cncc(C(=O)OCCC)c1
 : 9 | 14 | 0 | 7 | -9 | -32
> CCCCN(CCCC)C(=O)C(Cl)Cl
 : 5 | 5 | -2 | -4 | 1 | -8

# Going on with the list.
SMILES,yeast mec2-1,yeast bub3,yeast sgs1 mgt1,rad50,mlh1 rad18,cln2 rad14
CC1(C)OCC[C@@H]1[Si](C)(C)C,22,-3,14,18,-20,3
C/C(=N\N=C(/C)c1ccc(C)cc1C)c1ccc(C)cc1C,0,1,-4,-8,-14,-16
COC(=O)/C=C/C1C2C3(CCC(C)C12C)OCCS3 (centres undefined),-14,-7,-4,-23,-30,-5
O=C1NC(SSC2=NNC3(C(=O)N2)c2ccccc2-c2ccccc23)=NNC12c1ccccc1-c1ccccc12,80*,86*,81*,96*,96*,52
CN(C)CC1=C(O)c2ccccc2C(=O)C1=O,-1,32,1,0,-4,14
CCCCCCCCCCCCSC(=O)Nc1ccc(C(=O)OCC)cc1,3,-3,13,25,21,-39
OCc1ccccc1CO,-15,-4,-9,-20,3,13
CCOC(=S)Nc1ccccc1[N+](=O)[O-],-11,-24,0,8,-9,-58
CC(=O)OCC1OC(N2C(C)=C(C(C)=O)C(c3ccco3)C(C#N)=C2S)C(OC(C)=O)C(OC(C)=O)C1OC(C)=O (centres undefined),14,6,-1,25,18,22
CC(CO)(NC(=O)c1ccccc1)C(=O)O (centres undefined),9,3,22,13,23,11
CC(=O)NC(C=O)OCC=O (centres undefined),18,-29,-22,0,-47,1
c1ccc(-c2coc(-c3ccccc3)n2)cc1,9,-5,3,1,-10,-2
NC(=S)NO,-4,8,2,-2,-20,23
CC(=O)NC1=C(Nc2ccc(-c3ccc(NC4=C(NC(C)=O)C(=O)c5ccccc5C4=O)cc3)cc2)C(=O)c2ccccc2C1=O,100*,99*,99*,99*,99*,99*
S=c1sc2ccccc2n1CCSSCCn1c(=S)sc2ccccc21,-14,0,8,31,-1,-22
S=C(S)NCCN1CCNCC1,-38,-41,-28,37,-10,74*
CC(C)(CBr)CBr,-11,-18,-2,4,-3,-28
COC(=O)N1CC2CCCC(C2)c2ccccc21 (centres undefined),-12,16,-12,4,-5,0
CCCC1CCCC/C1=N/NC(N)=O (centres undefined),15,4,3,1,0,-2
Clc1ccc(SCCN2CCN(CCSc3ccc(Cl)cc3)CC2)cc1,78*,92*,94*,83*,97*,87*
O=c1ccccn1CC1(c2ccccc2)OCCO1,15,-12,-4,-7,-14,5
CCOC(=O)[C@H]1Nc2ccc(C)cc2C2c3ccccc3CC21 (some centres undefined),-28,-23,3,-2,-23,-2
COC(=O)C(NC(=O)C(CC(=O)OC(C)(C)C)NC(=O)OC(C)(C)C)C(O)c1ccccc1 (centres undefined),-24,-28,-22,-36,-1,-1
C[N+](C)(C)C=NCCCCCCN=C[N+](C)(C)C,2,12,2,-1,1,5
O=C(O)c1ccccc1C(=O)O,5&-15,-11&-7,-24&5,16&-30,7&-6,54&21
C=C1C(=O)OC(CCCCCCCCCCCCC)C1C(=O)O (centres undefined),90*,86*,76*,84*,81*,85*
CC[N+]1(C2=C([O-])C(F)(F)C2=O)CCCCC1,-77,-16,-11,-27,-20,-29
COC(=O)C1C2C=CC(CC2)C1C(=O)OC (centres undefined),6,-11,0,2,8,-22
O=C(CCl)N1c2ccccc2Sc2c1ccc1ccccc21,64,72*,91*,83*,83*,20
